# GPR151 ag – activators of human GPR151 | activation, % at 11.2 µM | Q8TDV0 | PathHunter beta-arrestin GPR151 cells, luminescence | actives 1% (n = 650,000); in the data active = activation above about 4.9%;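 also: 0% = median of compound wells and 100% = cells with positive control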
# Target sequence (Q8TDV0 whole entry, looked up): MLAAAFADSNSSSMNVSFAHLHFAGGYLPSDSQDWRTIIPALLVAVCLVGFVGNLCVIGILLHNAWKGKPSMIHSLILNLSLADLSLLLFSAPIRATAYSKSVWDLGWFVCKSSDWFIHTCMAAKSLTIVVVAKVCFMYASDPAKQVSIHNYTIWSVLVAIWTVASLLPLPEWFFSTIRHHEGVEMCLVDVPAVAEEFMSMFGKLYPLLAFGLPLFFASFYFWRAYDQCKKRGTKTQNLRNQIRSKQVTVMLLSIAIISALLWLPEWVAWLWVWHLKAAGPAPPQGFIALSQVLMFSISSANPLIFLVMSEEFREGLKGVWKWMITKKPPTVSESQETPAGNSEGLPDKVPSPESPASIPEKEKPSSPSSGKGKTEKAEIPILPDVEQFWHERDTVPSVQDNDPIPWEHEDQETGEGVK
# TEAD-YAP block – TEAD-YAP interaction inhibition. HEK-TIYL cells, TEAD-Gal4/YAP UAS-luciferase luminescence. inhibition, % at 9.12 µM. actives 1.4% (n = 640,000); in the data active = inhibition above about 32%;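 also: 0% = median of test compound wells and 100% = reference inhibitor wells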
# MITF primary – human MITF inhibition, primary screen. O75030. AlphaScreen MITF homodimerization, bead proximity signal. inhibition, % at 2.6 µM. actives 0.91% (n = 650,000). AID 1259374; in the data active = inhibition above about 50%;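 also: 0% = vehicle wells with protein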
# Target sequence (O75030 whole entry, looked up): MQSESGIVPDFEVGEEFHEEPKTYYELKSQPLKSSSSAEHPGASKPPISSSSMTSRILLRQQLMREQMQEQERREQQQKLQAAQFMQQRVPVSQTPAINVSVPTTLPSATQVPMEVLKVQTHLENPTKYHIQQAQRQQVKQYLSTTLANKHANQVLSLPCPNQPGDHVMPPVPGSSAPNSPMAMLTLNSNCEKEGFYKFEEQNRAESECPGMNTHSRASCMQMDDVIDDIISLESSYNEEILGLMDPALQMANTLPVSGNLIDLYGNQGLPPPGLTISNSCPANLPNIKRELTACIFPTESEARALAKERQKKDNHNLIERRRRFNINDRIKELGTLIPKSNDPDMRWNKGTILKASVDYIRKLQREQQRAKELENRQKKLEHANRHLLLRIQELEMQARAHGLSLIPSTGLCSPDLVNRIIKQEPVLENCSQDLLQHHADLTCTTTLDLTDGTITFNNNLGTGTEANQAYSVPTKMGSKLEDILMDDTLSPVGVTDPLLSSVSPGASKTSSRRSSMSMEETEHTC
# FBW7 activator – activators of human E3 ligase FBW7. Q969H0. AlphaScreen FBW7–phospho-cyclin E peptide binding, activator screen. normalized activity (activation), % at 26.1 µM. actives 0.13% (n = 650,000). AID 1259310; in the data active = normalized activity above about 1.9%;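 also: purified mutant Fbw7 with reduced substrate affinity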
# * hit, by the source's call; & = joins results of further samples.
mol | GPR151 ag | TEAD-YAP block | MITF primary | FBW7 activator
COC(=O)c1ccc(C)c(NC(=O)CN(c2ccc3c(c2)OCO3)S(C)(=O)=O)c1 | 0.1 | 0 | 2 | 0.0
CCOc1cccc(C2CC(c3cccc(OC)c3)=NC(c3ccc(F)c(Br)c3)N2)c1O (centres undefined) | -0.9 | -13 | -2 | 0.2
Cc1[nH]c(=O)[nH]c(=O)c1S(=O)(=O)N1CCC(Cc2ccccc2)CC1 | 1.5 | 1 | -5 | 0.1
O=C(NCCc1ccccc1)c1cc(-c2ccccc2)nc2ccccc12 | -0.7 | 7 | 8 | 0.1
Cc1cc(C(F)(F)F)c2c(N)c(C(=O)C(C)(C)C)sc2n1 | -0.3 | -2 | 9 | 1.3
Cc1ccccc1-c1nnc(SCC(=O)Nc2ccc(N3CCCCC3)cc2)n1N | -0.1 | -38 | 13 | 0.0
OCCNc1nc(N2CCOCC2)nc(N2CCOCC2)n1 | -1.2 | -2 | 9 | 0.0
O=C(Cn1cnc([N+](=O)[O-])n1)N1CCN(Cc2ccccc2)CC1 | -0.8 | 3 | 0 | 0.2
O=Cc1ccc(OC(=O)c2ccccc2F)c(Br)c1 | -1.0 | 0 | 14 | 0.2
Cc1cccc(C)c1NC(=O)C1(N(C)C(=O)c2cnccn2)CCCCC1 | 2.1 | 7 | 8 | 0.0
Nc1nnc(Sc2ccc(C(F)(F)F)cc2[N+](=O)[O-])s1 | -0.9 | 0 | -1 | 0.0
CCOc1cc(S(=O)(=O)n2ccnc2)ccc1Br | -1.1 | 11 | -5 | 0.1
CCOc1ccc(-n2c(C)nc3cc(C(=O)NCc4ccccc4OC)ccc32)cc1 | 0.1 | -3 | 0 | 0.0
Cn1cnnc1SCC(=O)Nc1cccc(C(=O)O)c1 | -1.5 | 3 | 3 | 0.0
Cc1ccc(N=c2oc3ccc4ccccc4c3cc2-c2nc3ccccc3[nH]2)cc1 | 0.9 | -2 | -8 | 0.0
CCCC(=O)Nc1ccc(NC(=O)c2cccc(F)c2)nc1 | 0.5 | 12 | 10 | -0.3
COc1ccc([N+](=O)[O-])cc1N(CC(=O)NCc1ccncc1)S(C)(=O)=O | 1.3 | 12 | 17 | 0.3
CCC(Cc1ccccc1)NC(=O)c1nnc(Cc2cccc(F)c2)o1 (centres undefined) | -1.5 | 4 | 6 | 0.2
C=CCn1c2cc(C)sc2c2cnn(CCC)c(=O)c21 | 0.0 | 9 | -8 | 0.0
Cc1ccc(C)c(N2C(=O)CC(Cc3ccc(Br)cc3)C2=O)c1 (centres undefined) | 0.6 | -3 | -5 | 0.0
O=C(Nc1nc(-c2ccccc2)cs1)c1ccc(Cl)s1 | 1.5 | -28 | -10 | -0.1
O=C(O)c1ccc(S(=O)(=O)N2CCC(NC(=O)C3CCCCC3)CC2)cc1 | 0.6 | 0 | -3 | -0.2
Cn1c(=O)c2c(nc(Cl)n2Cc2ccc(C(C)(C)C)cc2)n(C)c1=O | -1.3 | 9 | 15 | 1.4
O=C(c1cccc(F)c1)N1CCN(Cc2ccc(F)cc2)CC1 | 0.1 | -2 | 66* | -0.1
Cc1ccc(C)c(S(=O)(=O)N2CCN3C(=O)[C@H](CO)NC(=O)[C@H]3C2)c1 | 0.0 | -3 | 14 | 0.7
O=c1c2cc3ccccc3cc2[nH]c(=S)n1CCCN1CCCCCC1 | -1.1 | -26 | 0 | 0.7
CCOC(=O)Cc1cc(=O)n2[nH]c(-c3ccc(I)cc3)cc2n1 | -0.3 | 1 | 1 | 0.9
Cc1nn(S(=O)(=O)c2ccc(OC(C)C)cc2)c(C)c1S(=O)(=O)N1CCC(C)CC1 | -0.4 | -1 | 3 | 0.2
N#Cc1c(-c2cccnc2)cc2c(c1N)c(=O)oc1ccccc12 | -0.8 | -2 | 7 | -0.1
C=C(C)CN1C(=O)NC(CC)(C2CCN(C/C=C/c3ccc(OC)cc3)CC2)C1=O (centres undefined) | -1.2 | 4 | -18 | 0.0
N#Cc1ccccc1NC(=O)COC(=O)CNC(=O)c1ccc(Oc2ccccc2)cc1 | -1.0 | 2 | -3 | -0.1
CCC(=O)Nc1nc(-c2ccc(F)cc2F)cs1 | -0.7 | -13 | 1 | 0.1
Cc1cccc(C(=O)Nc2ccc(C(=O)Nc3c(C)cccc3C)cc2)c1 | 0.3 | -7 | -9 | 0.0
NC/C=C/C(=O)O | -0.2&-1.9 | 5 | 6&22 | 0.0&0.2
CCOc1cc(C2CC(=O)N3C(=C2C#N)SCC3(O)c2ccc(F)cc2)ccc1O (centres undefined) | 0.5 | -33 | 2 | 0.0
CCCC(=O)NCCCc1nc2ccccc2n1CCC | 0.5 | 3 | -10 | -0.1
CN(C)CCOc1cc(-c2cn[nH]c2)ccc1NC(=O)C1COc2ccc(C(=O)NCCc3cccs3)cc2C1 (centres undefined) | -1.0 | -2 | -2 | -0.5
Cc1ccc2oc(=O)c3cnn(CC(=O)N4CCCc5ccccc54)c3c2c1 | 1.1 | 3 | 0 | -0.3
Cc1ccc(C(C(=O)Nc2ccc(C(C)C)cc2)N(C)C(=O)CC2NC(=O)NC2=O)cc1 (centres undefined) | -0.7 | 5 | -2 | -0.1
CC(C)(C)OC(=O)N1CC=C2C(C#N)=C(N)C(C#N)(C#N)C(c3ccsc3)C2C1 (centres undefined) | -1.1 | 4 | 2 | 0.0
COc1ccc(S(=O)(=O)Nc2cccnc2)cc1C | -1.1 | 16 | 0 | 0.3
CN(CCC(=O)Nc1cccc(F)c1)Cc1ccccc1 | 0.2 | 2 | -7 | 0.1
Fc1ccc(Oc2nc(Nc3cccc(Cl)c3)nc(N3CCOCC3)n2)cc1 | -1.3 | -7 | 6 | 0.5
Cc1ccc(NC2=CC(=O)CC(C)(C)C2)cc1 | -0.2 | 3 | 4 | 0.3
CC(C)[C@H](NC(=O)c1ccco1)C(=O)OCC(=O)Nc1ccccc1[N+](=O)[O-] | 0.6 | 0 | -3 | -0.1
COc1ccc(CSc2nc(N3CCOCC3)c3c(c2C#N)CC(C)(C)OC3)cc1 | -0.1 | -11 | 14 | -0.1
O=c1cc(-c2ccccc2)nc2nn[nH]n12 | -5.5 | 12 | 3 | 0.0
O=C1NC(=O)/C(=C\c2cccc(OCc3ccc(F)cc3)c2)N1 | -0.9 | 9 | 3 | -0.1
CCOC(=O)C1CCCCN1Cc1cc(F)ccc1F (centres undefined) | -0.5 | 0 | -7 | -0.1
Cc1ccc(NC(=O)CSc2ccccc2C(=O)OC2CCOC2=O)cc1 (centres undefined) | 0.4 | -6 | 10 | -0.1
COc1ccc(N2CCN(C(=O)CCCn3c(=S)[nH]c4ccc(Br)cc4c3=O)CC2)cc1 | -1.7 | -4 | 5 | -0.1
COc1ccc(-c2noc(CCC(=O)N3CCCC3)n2)cc1 | -0.1 | -4 | 7 | 0.0
O=C(/C=C/c1ccccc1[N+](=O)[O-])Nc1ccccc1 | -5.4 | -12 | 19 | -0.1
C=CCOC(=O)COc1cc2oc(=O)c3c(c2cc1Cl)CCC3 | 0.5 | 7 | -3 | 0.3
Cc1cc(Cl)nc2cc3c(cc12)CCC3 | -0.9 | 5 | 6 | 0.1
CCOc1cc(C(=O)NC(=S)NCc2cccnc2)cc(OCC)c1OCC | 1.5 | 6 | 3 | -0.1
FC(F)(F)c1ccc(CNC2CCN(CCc3cccs3)CC2)cn1 | -0.1 | -1 | 13 | 0.7
COC(=O)c1cc(C(=O)Nc2ccc(Br)c(C)c2)cc([N+](=O)[O-])c1 | 0.2 | -13 | 16 | 0.1
CCOCCCNC(=O)c1cc2c(=O)n3ccccc3nc2s1 | -3.3 | -25 | -7 | 0.0
O=C(NCc1ccc2c(c1)OCO2)N1CCOCC1 | 1.2 | 9 | 14 | 0.0

# The listing continues.
mol | GPR151 ag | TEAD-YAP block | MITF primary | FBW7 activator
Cc1cc(NC(=O)NC2(C(F)(F)F)Oc3ccc(Cl)cc3O2)ccc1Br (centres undefined) | -1.1 | -10 | -6 | -0.2
Cc1nnc2n1CCN(C(=O)c1cccc(C(F)(F)F)c1)CC2 | 1.3 | 0 | 8 | 0.0
CCOC(=O)c1c(NC(=O)C(C)Sc2nnc(CNC(=O)c3ccc(C)c([N+](=O)[O-])c3)n2Cc2ccccc2)sc2c1CCC2 (centres undefined) | 0.6 | -12 | -6 | 0.0
COc1ccc(NC(=O)CN2CCN(CC(=O)Nc3ccc(F)cc3F)CC2)cc1 | -1.4 | 7 | 0 | -0.1
CCN(CC)c1nc(NCCCN2CCCC2=O)nc(Nc2ccc(-n3ccnc3)cc2)n1 | -0.9 | -5 | 21 | 0.5
COc1cccc(NC(=O)Nc2ccc(C)c(NC(=O)Nc3cccc(OC)c3)c2)c1 | 0.9 | 2 | 7 | 0.0
CC1CCC(NC(=O)Cn2ncc3c2-c2ccccc2OC3)CC1 (centres undefined) | 1.0 | 1 | 15 | -0.1
Fc1ccc(CSc2c[nH]c3ccccc23)cc1 | -1.3 | 3 | -5 | 0.1
COc1ccc([N+](=O)[O-])cc1NC(=O)c1sc2ncn(CC(=O)Nc3ccc(C)c(Cl)c3)c(=O)c2c1C | 0.0 | 1 | 1 | 0.0
COc1cccc(-c2nc3sc4c(c3c(=O)n2CC(=O)Nc2cccc(C)c2)CCCC4)c1 | 0.3 | -4 | 19 | -0.1
CN=c1scc(-c2ccc3c(c2)NC(=O)CO3)n1/N=C/c1ccccc1Br | -1.4 | -23 | 2 | 0.0
CCS(=O)(=O)NCC(c1cccnc1)N1CCN(c2ccccc2)CC1 (centres undefined) | -0.3 | 11 | 10 | 0.6
Oc1oc(-c2ccccc2Br)nc1/C=N/c1ccccn1 | -5.3 | -46 | 9 | -0.1
CCOC(CCNC(=O)C1c2ccccc2C(=O)N(C)C1c1cccs1)OCC (centres undefined) | -0.1 | -6 | 8 | 0.0
Cc1ccc(C(=O)NNC(=O)c2cc3ccccc3cc2O)cc1 | -2.1 | -8 | -58 | -0.1
CCN(C(=O)Cc1noc2ccccc12)c1cccc(C)c1 | -1.1 | -2 | -14 | 0.0
CN(Cc1nccn1C)C(=O)CC1(c2ccccc2Cl)CC(=O)N(C2CCCC2)C1=O (centres undefined) | -1.2 | 0 | 21 | 0.1
Cc1cc(/C=N/n2cnnc2)c(C)cc1/C=N/n1cnnc1 | -0.1 | -1 | 20 | 0.3
Cc1sc2nc(C)n(C3CCN(C(=O)Cc4c[nH]c5ccccc45)CC3)c(=O)c2c1C | 3.0 | -1 | -9 | 0.0
COc1ccc(CNCC2CCCO2)cc1OCc1ccccc1 (centres undefined) | -0.2 | -5 | 23 | -0.2
COc1nn(C)cc1C(=O)NCC(=O)NCc1ccccn1 | 0.2 | -8 | 0 | -0.1
O=C1NC(=Nc2ccccc2)S/C1=C/c1ccc(OC(=O)c2ccccc2Cl)cc1 | 0.0 | -7 | -3 | 0.0
Cc1cccc(C)c1OCC(=O)Nc1ccc(F)cc1 | -0.1 | 8 | 2 | 0.2
CCc1ccc(CNC(=O)CN2C(=O)COc3ccc(C(C)(C)C)cc32)cc1 | -0.3 | -6 | 8 | 0.1
O=C(O)CCCCCNSc1ccccc1[N+](=O)[O-] | 2.2 | -3 | -2 | -0.2
CCC(C)NC(=O)CSc1nnc(-c2ccoc2C)n1CC(C)C (centres undefined) | -0.3 | 4 | 7 | -0.1
Cc1cc(Cl)ccc1OCC(=O)NCc1ccncc1 | -0.2 | 6 | 5 | -0.1
Cn1c(-c2ccccc2)c(C(=O)COC(=O)C2=COCCO2)c2ccccc21 | -1.1 | -8 | -2 | -0.1
CC(C)(C)c1ccc(Oc2c(C(F)(F)F)oc3cc(OC(=O)c4cccs4)ccc3c2=O)cc1 | -0.3 | 94* | -2 | 0.1
Cc1ccnc(NS(=O)(=O)c2ccc(NC(=O)c3c(-c4ccccc4Cl)noc3C)cc2)n1 | -0.4 | -12 | 16 | 0.1
CC(=O)Nc1nc2ccccc2n1CCOc1ccccc1 | -0.9 | 3 | 0 | -0.4
Cc1ccc(CNC(=O)C(C)n2c(C)c3cnn(-c4ccccc4)c(=O)c3c2C)cc1 (centres undefined) | 1.0 | 8 | 6 | 0.4
C=CCN1C(=O)C(O)(CC(=O)c2ccccc2OC)c2ccccc21 (centres undefined) | 1.1 | -2 | 12 | -0.1
CCc1ccccc1NC(=O)c1ccc(F)c(S(=O)(=O)N2CCc3ccccc32)c1 | 1.8 | -2 | 8 | 0.4
Cc1ncc(-c2ccncc2)c(C2CCN(C(=O)c3cnn(C(C)C)c3)CC2)n1 | -1.4 | 6 | -6 | -0.1
COc1ccccc1NC(=O)c1c(NC(=O)Cc2ccccc2)sc2c1CCCC2 | 2.2 | -11 | -4 | -0.1
C/C(CC(=O)Nc1ccccc1Br)=N\NC(=O)c1cc(N)cc([N+](=O)[O-])c1 | -0.2 | -3 | -6 | -0.1
CC(=O)N1CCN(CC(=O)Nc2ccc(Br)cc2F)CC1 | -1.3 | 5 | -4 | -0.1
O=C(NCCN1CCCCC1CO)c1cccc(OC2CCN(C(=O)C3CC3)CC2)c1 (centres undefined) | -0.9 | 1 | 22 | 0.2
Cn1cc(Br)c(C(=O)Nc2cccc(Cl)c2)n1 | -0.5 | -23 | 12 | 0.3
COc1cccc(-c2nc3ccccc3c(=O)n2NC(=O)c2cc(OC)ccc2Br)c1 | 1.2 | -2 | 15 | 0.9
CCOC(=O)c1ccc2c(c1)sc(=NC(=O)c1ccco1)n2C | 0.8 | -14 | 2 | 0.0
O=C(NCc1cn(-c2ccncc2)nn1)c1ccc(Br)cc1 | 0.4 | -8 | -10 | -0.1

# Screening results from PubChem.
